High-throughput results deposited in PubChem by several laboratories.
PriA SSB inh = inhibitors of Klebsiella pneumoniae PriA binding to SSB C-terminal tail. AlphaScreen SSBct-PriA binding, biotinylated peptide. inhibition, % at 33 µM. actives 0.6% (n = 430,000). AID 1272365; in the data active means inhibition mostly above about 37%, no sharp cut-off; inactive means mostly below about 20%;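 further: plate controls were negative control peptide for no effect and reference peptide for full effect; strong numbers were not always called active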
PfHsp40 rescue = restores yeast growth despite PfHsp40 toxicity | AID 504582 | actives 0.68% (n = 340,000) | S. cerevisiae expressing PfHsp40, growth rescue, ATP luminescence | growth rescue, % at 12.5 µM; in the data active means growth rescue above about 28%, passing the limit was not always enough;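 further: yeast W303a lacking pdr1 and pdr3 grown in galactose medium; growth measured after three days at 30 °C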
Vc quorum ag = quorum light induction in luxS cqsA deficient V. cholerae. V. cholerae BH1578 lux reporter, luminescence, 6 h. activation, % at 18.7 µM. actives 0.16% (n = 350,000). AID 588436; in the data active means activation mostly above about 9.7%, no sharp cut-off; further: not every result past the cut was called active; inactives centre near 0; reference of the scale not given here
MazF activator = activators of E. coli MazEF toxin-antitoxin RNase; activation, % at 20 µM; FAM/BHQ RNA-DNA oligo cleavage fluorescence, 5 h; actives 0.32% (n = 350,000); AID 504720; in the data active means activation above about 50%
Rv3671c inh = inhibits the M. tuberculosis serine protease Rv3671c; P9WHR9; inhibition, % at 5.96 µM; actives 0.048% (n = 320,000); in the data active means inhibition above about 38%;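 further: extracellular domain of Rv3671c used as enzyme; 0% = enzyme with DMSO and 100% = no enzyme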
Anthrax LF inh2 = blocks Bacillus anthracis lethal factor protease; P15917; multiplex microsphere protease cleavage assay, LF; inhibition, % at 10 µM; actives 0.12% (n = 360,000); in the data active means inhibition above about 30%; further: plate controls were buffer without enzyme for full effect and enzyme alone for no effect
DUSP3 inh = inhibitors of human VHR1 phosphatase (DUSP3); inhibition, % at 13.3 µM; P51452; recombinant VHR phosphatase, pNPP absorbance; actives 0.52% (n = 290,000); in the data active means inhibition above about 50%; further: some compounds called inactive have numbers as strong as hits
TcdB GH inh = inhibitors of Clostridioides difficile toxin B glycohydrolase; actives 0.24% (n = 350,000); inhibition, % at 9.99 µM; AID 652162; TcdB glycohydrolase enzymatic assay, plate reader; P18177; in the data active means inhibition above about 10%
Target sequence (P18177 whole entry, looked up): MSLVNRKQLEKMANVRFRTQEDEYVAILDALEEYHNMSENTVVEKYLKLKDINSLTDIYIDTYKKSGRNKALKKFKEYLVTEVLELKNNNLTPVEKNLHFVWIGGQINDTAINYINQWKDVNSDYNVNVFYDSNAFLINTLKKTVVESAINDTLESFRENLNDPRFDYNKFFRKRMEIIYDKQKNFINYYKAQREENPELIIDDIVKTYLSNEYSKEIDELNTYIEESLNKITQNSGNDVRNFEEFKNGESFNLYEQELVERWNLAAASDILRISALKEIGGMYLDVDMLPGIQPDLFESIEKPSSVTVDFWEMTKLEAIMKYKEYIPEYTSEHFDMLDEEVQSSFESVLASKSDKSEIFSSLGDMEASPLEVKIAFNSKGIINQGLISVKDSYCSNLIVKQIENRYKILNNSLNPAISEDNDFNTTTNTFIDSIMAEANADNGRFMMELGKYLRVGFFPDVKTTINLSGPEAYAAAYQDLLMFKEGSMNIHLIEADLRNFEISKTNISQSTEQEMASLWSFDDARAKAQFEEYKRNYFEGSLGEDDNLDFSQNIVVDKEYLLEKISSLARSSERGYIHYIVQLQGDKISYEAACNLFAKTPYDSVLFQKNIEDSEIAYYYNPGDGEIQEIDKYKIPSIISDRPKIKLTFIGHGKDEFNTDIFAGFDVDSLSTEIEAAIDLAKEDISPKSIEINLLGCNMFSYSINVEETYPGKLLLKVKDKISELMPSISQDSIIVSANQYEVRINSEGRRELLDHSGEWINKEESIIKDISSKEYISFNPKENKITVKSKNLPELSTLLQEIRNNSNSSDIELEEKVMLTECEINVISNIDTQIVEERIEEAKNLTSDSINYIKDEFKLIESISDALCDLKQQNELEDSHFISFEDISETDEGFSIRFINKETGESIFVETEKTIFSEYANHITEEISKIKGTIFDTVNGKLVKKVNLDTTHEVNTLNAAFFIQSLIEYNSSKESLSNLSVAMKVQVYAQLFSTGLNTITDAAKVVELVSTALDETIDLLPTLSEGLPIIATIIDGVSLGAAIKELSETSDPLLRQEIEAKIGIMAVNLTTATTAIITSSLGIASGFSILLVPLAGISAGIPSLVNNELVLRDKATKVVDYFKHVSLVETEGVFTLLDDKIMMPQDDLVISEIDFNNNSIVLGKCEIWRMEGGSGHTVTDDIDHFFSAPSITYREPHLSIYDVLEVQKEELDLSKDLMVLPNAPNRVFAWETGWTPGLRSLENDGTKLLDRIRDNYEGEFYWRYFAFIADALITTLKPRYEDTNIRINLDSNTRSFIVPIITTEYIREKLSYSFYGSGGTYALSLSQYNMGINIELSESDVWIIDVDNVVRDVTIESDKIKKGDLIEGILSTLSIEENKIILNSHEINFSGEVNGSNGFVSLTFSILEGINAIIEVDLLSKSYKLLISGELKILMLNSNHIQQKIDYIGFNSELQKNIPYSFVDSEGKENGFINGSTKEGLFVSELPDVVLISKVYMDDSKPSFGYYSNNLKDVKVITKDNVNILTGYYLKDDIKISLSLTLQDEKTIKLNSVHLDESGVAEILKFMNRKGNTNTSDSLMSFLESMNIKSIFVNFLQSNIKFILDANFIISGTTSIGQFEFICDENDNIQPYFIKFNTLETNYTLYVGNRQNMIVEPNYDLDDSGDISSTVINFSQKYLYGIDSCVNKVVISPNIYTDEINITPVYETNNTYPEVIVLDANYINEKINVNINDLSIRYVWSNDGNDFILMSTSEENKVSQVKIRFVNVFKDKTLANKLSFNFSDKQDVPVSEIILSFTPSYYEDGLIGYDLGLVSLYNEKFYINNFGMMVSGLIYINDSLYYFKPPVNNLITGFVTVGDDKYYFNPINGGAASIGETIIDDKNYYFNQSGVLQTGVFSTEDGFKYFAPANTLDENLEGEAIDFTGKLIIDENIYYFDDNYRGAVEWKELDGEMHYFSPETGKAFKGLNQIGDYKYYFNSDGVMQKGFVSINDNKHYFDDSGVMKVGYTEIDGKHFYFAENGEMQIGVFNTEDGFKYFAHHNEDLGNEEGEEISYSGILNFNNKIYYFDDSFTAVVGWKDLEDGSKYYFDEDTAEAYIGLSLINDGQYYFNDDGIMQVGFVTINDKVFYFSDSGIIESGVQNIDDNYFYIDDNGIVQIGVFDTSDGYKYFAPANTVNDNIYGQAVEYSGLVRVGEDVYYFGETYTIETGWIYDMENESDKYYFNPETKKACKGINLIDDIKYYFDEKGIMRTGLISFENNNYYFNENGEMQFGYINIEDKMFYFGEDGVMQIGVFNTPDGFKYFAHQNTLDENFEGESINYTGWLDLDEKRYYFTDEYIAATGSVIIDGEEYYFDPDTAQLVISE
SARS 3CLpro inh = SARS-CoV 3CLpro protease inhibition. inhibition, % at 6 µM. P0C6X7. actives 0.14% (n = 290,000). recombinant SARS-CoV 3CLpro, quenched FRET peptide cleavage; in the data active means inhibition above about 12%
Yp Topo-I inh = Y. pestis Topo-I inhibition via cleavage products; activity, % at 10 µM; AID 504884; actives 0.064% (n = 360,000); Y. pestis Topo-I cleavage product accumulation, plate reader; in the data active means activity above about 50%, passing the limit was not always enough; further: inactives centre near 2
* hit, by the source's call; & = joins results of further samples. The list is partial (hit frequency here may not be typical).

What do the screens show for `CCCCCCc1cc2cc(S(=O)(=O)c3ccc(C)cc3)c(=O)oc2cc1O`?
PriA SSB inh: 1; PfHsp40 rescue: -0.7; Vc quorum ag: -0.5; MazF activator: 10; Rv3671c inh: -16; Anthrax LF inh2: 4; DUSP3 inh: -11; TcdB GH inh: 0.7; SARS 3CLpro inh: 1; Yp Topo-I inh: -1

Results for CCc1ccc(OCC(=O)NCCN(C)C)c(Br)c1 ?
PriA SSB inh: -14; PfHsp40 rescue: 0.1; Vc quorum ag: inactive; MazF activator: 2; Rv3671c inh: 2; Anthrax LF inh2: 5; DUSP3 inh: 33; SARS 3CLpro inh: 4; Yp Topo-I inh: -4

What do the screens show for `O=[N+]([O-])c1ccc2[nH]c(O)c(N=NC(=S)Nc3cccnc3)c2c1`?
PriA SSB inh: 18; PfHsp40 rescue: 41*; Vc quorum ag: -0.4; MazF activator: 15; Rv3671c inh: 19; Anthrax LF inh2: -8; DUSP3 inh: 4; TcdB GH inh: 0.3; SARS 3CLpro inh: -2; Yp Topo-I inh: -5

Results for CCOCCCN1CN(Cc2ccccc2)CNC1=S ?
PriA SSB inh: -12; PfHsp40 rescue: 0.6; Vc quorum ag: -0.2; MazF activator: -1; Rv3671c inh: 5; Anthrax LF inh2: 1; DUSP3 inh: 13; SARS 3CLpro inh: 3; Yp Topo-I inh: 2

How did O=C(Cc1cn2ccsc2n1)NCCc1ccc(F)cc1 do in these assays?
PriA SSB inh: -13; PfHsp40 rescue: -0.9; Vc quorum ag: -1.7; MazF activator: -2; Rv3671c inh: 3; Anthrax LF inh2: 1; DUSP3 inh: 49; SARS 3CLpro inh: 3; Yp Topo-I inh: -2

How did Cc1ccc2nc(-c3cccc(N)c3)oc2c1 do in these assays?
PriA SSB inh: -14; PfHsp40 rescue: 1.4; Vc quorum ag: inactive; MazF activator: -3; Rv3671c inh: 5; Anthrax LF inh2: -1; DUSP3 inh: 20; TcdB GH inh: 0.5; SARS 3CLpro inh: -6; Yp Topo-I inh: 3

How did CC(C)=NNC(=O)C1=NNC(=O)C1 do in these assays?
PriA SSB inh: 6; Vc quorum ag: inactive; MazF activator: 5; Rv3671c inh: 2; Anthrax LF inh2: 5; DUSP3 inh: 13; TcdB GH inh: 0.1; SARS 3CLpro inh: -3; Yp Topo-I inh: -3

Results for COc1ccc(C(=O)c2c3ccccc3[n+]([O-])n2CCCN)cc1 ?
PriA SSB inh: 1; PfHsp40 rescue: -0.4&-1.1; Vc quorum ag: -1.4; MazF activator: 5&4; Rv3671c inh: 1; Anthrax LF inh2: -2&-5; TcdB GH inh: 1.4&1.1; Yp Topo-I inh: 0&-10

Results for CC(=O)c1ccc(OCCCC(=O)OCC(=O)Nc2c(C)nn(-c3ccccc3)c2C)cc1 ?
PriA SSB inh: 1; PfHsp40 rescue: 0.3; Vc quorum ag: inactive; MazF activator: 3; Rv3671c inh: -1; Anthrax LF inh2: -11; TcdB GH inh: 2.4; Yp Topo-I inh: -2

Results for Cc1ccccc1OCC(=O)O/N=C(\N)c1ccncc1 ?
PriA SSB inh: inactive; PfHsp40 rescue: 0.3; Vc quorum ag: -0.9; MazF activator: 8; Rv3671c inh: -8; Anthrax LF inh2: -2; DUSP3 inh: 11; TcdB GH inh: -7.2; SARS 3CLpro inh: 5; Yp Topo-I inh: 2

What do the screens show for `COc1cc(OC)cc(C(=O)NNC(=O)C(=O)Nc2cc(OC)c(Cl)cc2OC)c1`?
PriA SSB inh: -2; PfHsp40 rescue: 1.1; Vc quorum ag: inactive; MazF activator: -24; Rv3671c inh: 1; Anthrax LF inh2: -2; DUSP3 inh: -7; TcdB GH inh: 0.6; SARS 3CLpro inh: 3; Yp Topo-I inh: 9

Results for CCC(=N\NC(=O)COc1ccccc1OC)/C(CC)=N/NC(=O)COc1ccccc1OC ?
PfHsp40 rescue: -0.8; Vc quorum ag: 2.1; MazF activator: -6; Rv3671c inh: 2; Anthrax LF inh2: 0; TcdB GH inh: 1.0; Yp Topo-I inh: 0

What do the screens show for `C=CCOc1ccc(CN(C)CC(=O)N(CC(C)C)c2c(N)n(CC(C)C)c(=O)[nH]c2=O)cc1`?
PriA SSB inh: -15; PfHsp40 rescue: -0.3; Vc quorum ag: 2.6; MazF activator: 0; Rv3671c inh: 1; Anthrax LF inh2: -1; DUSP3 inh: -13; SARS 3CLpro inh: -1; Yp Topo-I inh: -2

What do the screens show for `Cc1ccc(C)c2[nH]c(=O)c(CN(Cc3nnnn3C3CCCCC3)CC3CCCO3)cc12` (stereo not drawn)?
PriA SSB inh: -2; PfHsp40 rescue: -0.5; Vc quorum ag: -0.5; MazF activator: 6; Rv3671c inh: -15; Anthrax LF inh2: 1; DUSP3 inh: 17; TcdB GH inh: 1.3; SARS 3CLpro inh: 6; Yp Topo-I inh: 8

What do the screens show for `CCOC(=O)C1(C)CCCN(C(=O)c2cc(F)ccc2C)C1` (stereo not drawn)?
Vc quorum ag: -0.3; Anthrax LF inh2: -6; TcdB GH inh: 0.6; Yp Topo-I inh: 0

What do the screens show for `COc1cccc(-c2cc(C(F)(F)F)nc(NCc3ccco3)n2)c1`?
PriA SSB inh: -18; PfHsp40 rescue: -0.6; Vc quorum ag: -0.2; MazF activator: -4; Rv3671c inh: -20; Anthrax LF inh2: 8; DUSP3 inh: 26; SARS 3CLpro inh: 0; Yp Topo-I inh: 9

Results for CCc1cc2c(SCC(=O)Nc3ccc(NC(C)=O)cc3)ncnc2s1 ?
PriA SSB inh: 1; PfHsp40 rescue: -1.1; Vc quorum ag: inactive; MazF activator: 12; Rv3671c inh: -3; Anthrax LF inh2: 4; TcdB GH inh: 1.8; Yp Topo-I inh: 5

Results for CC1(C)Cc2nc3scc(NC(=O)c4ccccc4)c3cc2CO1 ?
PriA SSB inh: -9; Vc quorum ag: -0.5; MazF activator: 8; Rv3671c inh: -2; Anthrax LF inh2: 2; DUSP3 inh: -8; TcdB GH inh: 0.6; SARS 3CLpro inh: 0; Yp Topo-I inh: -3

How did Cc1nnc(SCC(=O)N(C)CC(=O)Nc2ccccc2Cl)s1 do in these assays?
PriA SSB inh: -14; PfHsp40 rescue: 0.6; Vc quorum ag: inactive; MazF activator: 5; Rv3671c inh: -4; Anthrax LF inh2: 0; TcdB GH inh: 2.7; Yp Topo-I inh: 7

How did Cn1ncc(N=Cc2c(O)ccc3ccccc23)c1C(=O)N1CCOCC1 do in these assays?
PriA SSB inh: -8; PfHsp40 rescue: -0.4; Vc quorum ag: -1.3; MazF activator: 3; Rv3671c inh: -7; Anthrax LF inh2: -1; SARS 3CLpro inh: 1; Yp Topo-I inh: 5

Two entries drawn at random from the list so far, as already listed:
What do the screens show for `CCCCCCc1cc2cc(S(=O)(=O)c3ccc(C)cc3)c(=O)oc2cc1O`?
PriA SSB inh: 1; PfHsp40 rescue: -0.7; Vc quorum ag: -0.5; MazF activator: 10; Rv3671c inh: -16; Anthrax LF inh2: 4; DUSP3 inh: -11; TcdB GH inh: 0.7; SARS 3CLpro inh: 1; Yp Topo-I inh: -1

Results for CCc1cc2c(SCC(=O)Nc3ccc(NC(C)=O)cc3)ncnc2s1 ?
PriA SSB inh: 1; PfHsp40 rescue: -1.1; Vc quorum ag: inactive; MazF activator: 12; Rv3671c inh: -3; Anthrax LF inh2: 4; TcdB GH inh: 1.8; Yp Topo-I inh: 5

Continued:
What do the screens show for `COc1cccc(-c2cccc3c2NC(=O)C3(C)Cc2ccccc2F)c1` (stereo not drawn)?
Vc quorum ag: -0.9; Anthrax LF inh2: -4; TcdB GH inh: -0.3; Yp Topo-I inh: 37

What do the screens show for `Cc1c(C(=O)N2CCOCC2)[nH]c2c1C(=O)CC(c1ccc(Cl)cc1)C2` (stereo not drawn)?
PriA SSB inh: -4; PfHsp40 rescue: -0.7; Vc quorum ag: inactive; MazF activator: 5; Rv3671c inh: -3; Anthrax LF inh2: -1; DUSP3 inh: 12; SARS 3CLpro inh: 1; Yp Topo-I inh: 0

What do the screens show for `O=C(NNC(=O)C12CC3CC(CC(C3)C1)C2)c1ccco1`?
PriA SSB inh: -12; PfHsp40 rescue: -1.6; Vc quorum ag: 1.0; MazF activator: -7; Rv3671c inh: 6; Anthrax LF inh2: 1; DUSP3 inh: 11; TcdB GH inh: 0.8; SARS 3CLpro inh: 5; Yp Topo-I inh: 7

Results for O=C(O)c1cc(-c2cccnc2)nc2ccc(Br)cc12 ?
PriA SSB inh: 2; PfHsp40 rescue: 0.9; Vc quorum ag: -0.4; MazF activator: -7; Rv3671c inh: 1; Anthrax LF inh2: -4; DUSP3 inh: 18; TcdB GH inh: 1.4; SARS 3CLpro inh: 5; Yp Topo-I inh: -9

How did CC(C)c1ccc(CNC(=O)C2(C)CCCN2C)cc1 (stereo not drawn) do in these assays?
Vc quorum ag: -0.2; Anthrax LF inh2: -3; TcdB GH inh: -0.8; Yp Topo-I inh: 13

Results for Cc1ccc(C(=O)Nc2nc3c(s2)CCCC3)o1 ?
PriA SSB inh: 2; PfHsp40 rescue: -1.0; Vc quorum ag: -0.3; MazF activator: -1; Rv3671c inh: -8; Anthrax LF inh2: -14; DUSP3 inh: 20; SARS 3CLpro inh: 4; Yp Topo-I inh: 6

Results for Nc1nonc1-n1nnc(C(=O)N/N=C/c2ccc(OCc3ccccc3)cc2)c1CNc1ccccc1 ?
PfHsp40 rescue: 0.9; Vc quorum ag: inactive; MazF activator: -4; Rv3671c inh: -2; Anthrax LF inh2: 1; DUSP3 inh: 22; TcdB GH inh: 2.2; SARS 3CLpro inh: -2; Yp Topo-I inh: -2

Results for O=C(NCCc1ccccc1)C1CCN(S(=O)(=O)N2CCCCC2)CC1 ?
PriA SSB inh: -8; PfHsp40 rescue: 0.0; Vc quorum ag: 0.5; MazF activator: 8; Rv3671c inh: -6; Anthrax LF inh2: 2; DUSP3 inh: -4; TcdB GH inh: 0.0; SARS 3CLpro inh: -1; Yp Topo-I inh: -6

What do the screens show for `N#C/C(=C\c1ccc(O)c(O)c1)C(=O)Nc1ccccc1`?
PriA SSB inh: -16; PfHsp40 rescue: 0.0; Vc quorum ag: -3.0; MazF activator: -19; Rv3671c inh: 4; Anthrax LF inh2: -8; TcdB GH inh: -4.8; Yp Topo-I inh: -4

Results for CCOc1ccc(CCNC(=O)COC(=O)CSc2ccccc2C)cc1OCC ?
PriA SSB inh: 2; PfHsp40 rescue: -1.3; Vc quorum ag: inactive; MazF activator: 0; Rv3671c inh: -18; Anthrax LF inh2: 0; DUSP3 inh: -14; TcdB GH inh: -0.3; SARS 3CLpro inh: -4; Yp Topo-I inh: 30

How did CC(C)=CCCC(C)CN(C)CCc1ccccn1 (stereo not drawn) do in these assays?
PriA SSB inh: -5; PfHsp40 rescue: -2.9; Vc quorum ag: 0.3; MazF activator: 1; Rv3671c inh: 3; Anthrax LF inh2: 1; DUSP3 inh: 21; SARS 3CLpro inh: 0; Yp Topo-I inh: 0

How did COc1cc(-c2cc(C(=O)Nc3c(Cl)cc(Cl)cc3Cl)c3ccccc3n2)cc(OC)c1OC do in these assays?
PriA SSB inh: -7; PfHsp40 rescue: 0.3; Vc quorum ag: -0.8; MazF activator: -7; Rv3671c inh: -13; Anthrax LF inh2: 1; DUSP3 inh: 8; TcdB GH inh: -0.3; SARS 3CLpro inh: -1; Yp Topo-I inh: 33

What do the screens show for `COc1ccc(CCNC(=O)CSc2nnc(CNC(=O)c3c(F)cccc3Cl)o2)cc1OC`?
PriA SSB inh: -4; PfHsp40 rescue: -0.1; Vc quorum ag: -0.4; MazF activator: 9; Rv3671c inh: 3; Anthrax LF inh2: 1; DUSP3 inh: -12; TcdB GH inh: 0.5; SARS 3CLpro inh: -1; Yp Topo-I inh: -6

What do the screens show for `[O-][n+]1c2ccc3nonc3c2nn1-c1ccccc1Cl`?
PriA SSB inh: -12; PfHsp40 rescue: -2.0; Vc quorum ag: -0.7; MazF activator: 5; Rv3671c inh: 5; Anthrax LF inh2: -8; DUSP3 inh: 10; TcdB GH inh: -0.1; SARS 3CLpro inh: 0; Yp Topo-I inh: 6
